Screening results deposited in PubChem BioAssay by several laboratories.
IMP-1 inh: inhibitors of Pseudomonas aeruginosa IMP-1 metallo-beta-lactamase. purified IMP-1, nitrocefin hydrolysis, epi-absorbance fluorescence. inhibition, % at 5.6 µM. actives 0.45% (n = 290,000);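 active means inhibition above the mean plus 3 SD of all compounds in the same screening run, cut at about 4.5% in these data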;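 further: 0% = IMP-1 with DMSO and 100% = DMSO wells lacking enzyme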
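System: purified IMP-1; amount: IMP-1 0.2 nM before substrate addition; compound: single dose, 5.6 µM; times: 25 °C, 15 min preincubation, 25 min reaction; signal: Epi-absorbance via hydrolysed-nitrocefin quenching of white-plate fluorescence, 480/530 nm, EDTA stop; benchmarks: DMSO with and without IMP-1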
VIM-2 inhibitor: blocks Pseudomonas aeruginosa VIM-2 metallo-beta-lactamase; purified VIM-2, nitrocefin hydrolysis, epi-absorbance fluorescence; inhibition, % at 5.6 µM; actives 0.89% (n = 290,000); AID 1527;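 active means inhibition above the mean of all tested compounds plus 3 SD, cutoff set per screening run, cut at about 7.5% in these data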;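 further: red hydrolysis product quenches plate fluorescence so inhibitors raise well fluorescence; 0% = enzyme with DMSO and 100% = DMSO without enzyme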
MEKK2 WT-MEK5: raises or lowers MEK5 binding to wildtype human MEKK2 PB1 domain; Q9Y2U5; bead flow cytometry, Alexa488-MEK5 binding to MEKK2 WT; actives lie on both sides; actives 1.1% (n = 290,000); binding response (% of control), % at 10 µM; in the data active means binding response below about 67% or above about 130%
NALP1 inh: inhibitors of NALP1 inflammasome in yeast; S. cerevisiae NALP1/ASC/caspase-1 growth, X-gal OD620, 72 h; AID 2071; actives 0.61% (n = 280,000); inhibition, % at 10 µM; in the data active means inhibition mostly above about 24%, no sharp cut-off; inactive means mostly below about 32%; further: some compounds called inactive have numbers as strong as hits
HCV NS3 hel inh: HCV NS3 helicase inhibition; NS3 helicase DNA unwinding, Cy5 molecular beacon fluorescence; inhibition, % at 10.9 µM; actives 0.56% (n = 290,000); AID 1800;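 active means inhibition above the mean of all tested compounds plus 3 SD, set per campaign, cut at about 35% in these data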;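 further: 0% = DMSO wells and 100% = thioflavine S control wells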
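Control set: DMSO versus 110 µM thioflavine S; Material: NS3 helicase fragment of HCV; Measured by: Cy5 fluorescence at 0 and 60 min, beacon hairpin quenching; Read-out basis: percent inhibition from t60/t0 fluorescence ratio; Times: reaction time 60 min, 25 °C; Repeats: single replicate; Compound dosing: single dose, 10.9 µM nominal final, DMSO 0.8% final.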
PfM18AAP inh: PfM18AAP enzyme inhibition; AID 1822; inhibition, % at 7.35 µM; recombinant PfM18AAP, H-Glu-NHMec fluorogenic cleavage; actives 1.2% (n = 290,000);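 active means inhibition above the campaign mean inhibition over all tested compounds plus 3 SD, cut at about 28% in these data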;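 further: 0% = plate median of test compound wells and 100% = 2 mM ZnCl2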
UBC9 SUMO inh: blocks human SUMOylation mediated by UBC9. P63279. HTRF SUMOylation assay, SAE1/SAE2 + UBC9, in vitro. inhibition, % at 35 µM. actives 0.36% (n = 290,000). AID 2006; in the data active means inhibition above about 50%, passing the limit was not always enough; further: strong numbers were not always called active
Target sequence (P63279 whole entry, looked up): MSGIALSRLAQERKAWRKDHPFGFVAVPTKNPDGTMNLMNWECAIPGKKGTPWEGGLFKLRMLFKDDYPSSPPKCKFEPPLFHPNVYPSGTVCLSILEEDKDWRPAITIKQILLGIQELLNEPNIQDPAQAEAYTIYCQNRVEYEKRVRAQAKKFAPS
MEKK2 mut-MEK5: signal of MEK5 binding to mutant human MEKK2 PB1 domain; bead flow cytometry, Alexa488-MEK5 binding to MEKK2 mutant; percent response, % at 10 µM; actives 0.35% (n = 290,000); in the data active means percent response above about 24%, passing the limit was not always enough; further: inactives centre near 1; some results filed as inactive read as strong as hits
DNA FID counter: fluorescent intercalator displacement, NS3 helicase counter-screen. DNA fluorescent intercalator displacement, fluorescence. inhibition, % at 7.9 µM. actives 0.17% (n = 290,000). AID 1845; in the data active means inhibition above about 37%;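 further: 0% = vehicle and 100% = reference compound; higher means more ethidium bromide displaced from hairpin DNA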
The depositor's hits bear a star; x = not tested or not shown; [ ] = dose if it differs, or a comment.

item	Structure	IMP-1 inh	VIM-2 inhibitor	MEKK2 WT-MEK5	NALP1 inh	HCV NS3 hel inh
1	CCOC(=O)C(=Cc1c[nH]c2ccc(S(=O)(=O)N(C)C)cc12)C(=O)OCC	-2.3	-3.4	101	x	-7
2	CCOc1cc(C2NN=C(c3ccccc3)S2)ccc1OCc1ccccc1Cl (stereo not drawn)	-2.0	-0.4	95	7	0
3	CCCOc1cc(C)c(S(=O)(=O)N2CCN(C)CC2)cc1C	-4.5	-2.5	97	7	-16
4	O=C(Nc1nccs1)c1ncc(Cl)c(Cl)c1Cl	-2.1	-2.3	107	-20	0
5	Oc1ccc(/C=N/Nc2nn3cnnc3c3ccccc23)cc1	-4.2	8.8*	105	x	-1
6	N#Cc1cc([N+](=O)[O-])ccc1Oc1cccc(/C=N/NC(=O)c2cccc(Cl)c2)c1	-2.4	-1.9	96	-1	-9
7	CC(=O)N1c2ccc(S(=O)(=O)N3CCC(C(=O)Nc4cccc(C)n4)CC3)cc2CC1C (stereo not drawn)	-2.2	-4.5	98	4	0
8	O=C(CNC(=O)c1ccccc1F)N/N=C/c1cccs1	-0.1	-1.3	100	21	10
9	O=C(NC(Cc1ccccc1)C(=O)O)/C(=C/c1ccc(Br)cc1)NC(=O)c1ccc(Br)o1 (stereo not drawn)	-3.7	-2.7	102	-8	41*
10	CCc1ccc(N(C(=O)CNC(=O)c2ccco2)C(C(=O)NCC2CCCO2)c2ccccc2)cc1 (stereo not drawn)	-3.7	-0.6	105	16	-10
11	Cc1ccc(-n2nc3c(=O)n(CCCC(=O)NCc4ccccc4F)nc(C)c3c2C)cc1	-2.7	-3.4	107	-12	0
12	Nc1c(Cl)ncnc1NCc1ccccc1	-2.9	-1.6	120	10	4
13	COc1ccc(N/N=C(\C#N)C(=N)N2CCOCC2)cc1	-2.0	-1.3	98	0	4
14	CCOC(=O)c1cc(OC(=O)c2cccc([N+](=O)[O-])c2)n(-c2ccccc2)n1	0.6	-3.4	96	4	12
15	COc1ccc(S(=O)(=O)N2CCCOC2CNC(=O)C(=O)NCCc2ccco2)cc1C (stereo not drawn)	-3.5	-1.5	105	6	7

item	PfM18AAP inh	UBC9 SUMO inh	MEKK2 mut-MEK5	DNA FID counter
1	1	-17	10	-18
2	1	-2	-1	-3
3	-8	15	1	12
4	10	15	4	-4
5	33*	12	8	-11
6	0	3	-2	0
7	2	6	0	-39
8	-5	-6	-3	-6
9	0	5	4	-35
10	-3	7	1	-26
11	-2	4	2	-59
12	4	18	15	0
13	-5	2	-5	-2
14	15	-7	7	-26
15	4	8	4	-36

The list goes on:
item	Structure	IMP-1 inh	VIM-2 inhibitor	MEKK2 WT-MEK5	NALP1 inh	HCV NS3 hel inh
16	Cc1nn(Cc2ccc(Cl)cc2)c(C)c1NC(=O)c1cc(C(C)C)on1	-1.9	2.0	98	10	1
17	Cc1sc2ncnc(SCC(=O)N3CCC(c4noc5ccc(F)cc45)CC3)c2c1C	-3.5	-2.7	x	5	1
18	COc1ccc(-n2nc(C(=O)NCC(=O)NC(C)C)c3ccccc3c2=O)cc1Cl	-1.0	0.2	107	0	2
19	COc1ccc(C2Nc3ccccc3C(=O)N2c2ccc(F)cc2)cc1Cn1nnc2ccccc21 (stereo not drawn)	-1.9	-1.1	104	14	-7
20	CC(C)CCNc1ncnc2c1nnn2Cc1ccccc1Cl	-3.3	0.3	109	2	-2
21	O=C(CC1Nc2ccccc2NC1=O)c1ccccc1 (stereo not drawn)	-1.2	-0.3	104	1	-7
22	c1ccc2sc(N3CCOCC3)nc2c1	-2.4	-1.1	103	6	-1
23	O=C(NNC(=O)c1cc(-c2ccc(Cl)cc2Cl)nc2ccccc12)Nc1ccccc1	-1.5	-1.1	97	7	1
24	COCCNC(=S)N1C2CCC1CC(NC(=O)NC13CC4CC(CC(C4)C1)C3)C2 (stereo not drawn)	-1.6	-5.8	94	-4	-8
25	CC(O)CCC(=O)NCCNC(=O)CCC(C)O (stereo not drawn)	-3.5	-2.1	105	22	1
26	O=C(NC(=S)Nc1nc(-c2ccccc2)cs1)c1cccs1	-3.7	-4.2	100	-13	1
27	Nn1c(-c2ccco2)n[nH]c1=S	-5.0	-0.1	102	6	-1
28	COc1ccc(C(=O)C2CCCN(C(=O)Cn3cncn3)C2)cc1OC (stereo not drawn)	-1.7	-1.3	106	13	9
29	O=C1OC(N2C(=O)CC[C@H]2C(=O)Nc2ccc(F)c(F)c2)c2ccccc21 (stereo partly drawn)	-2.6	-1.3	94	17	-3
30	Cc1c(Br)c([N+](=O)[O-])nn1CC(=O)Nc1ccc2nc3n(c(=O)c2c1)CCCC3	-1.2	-0.8	105	18	2

item	PfM18AAP inh	UBC9 SUMO inh	MEKK2 mut-MEK5	DNA FID counter
16	1	10	1	-44
17	3	-8	x	-4
18	-7	5	1	-26
19	-11	11	0	-3
20	-1	2	8	-1
21	1	22	21	7
22	0	-4	0	-4
23	-3	-25	-2	4
24	-6	26	-4	-21
25	-1	10	4	3
26	-2	13	-1	-1
27	29*	-21	5	2
28	7	9	3	-15
29	-12	-16	-1	-7
30	0	2	1	64*

Going on with the list.
item	Structure	IMP-1 inh	VIM-2 inhibitor	MEKK2 WT-MEK5	NALP1 inh	HCV NS3 hel inh
31	CCCN(CCC)S(=O)(=O)c1ccc(Cl)c(OC)c1	-2.9	-2.0	101	22	-4
32	CNC(=O)Cc1csc2ccc(C)cc12	0.1	-0.4	93	x	9
33	CCCCn1c(CN2C(=O)c3ccccc3C2=O)nc2ccccc2c1=O	-1.3	-2.2	95	19	4
34	Cc1ccnn1CC(=O)N/N=C/c1c[nH]c2ccccc12	-3.5	-4.9	100	-6	-21
35	COC(=O)c1ccc(C2c3[nH]c4ccccc4c3C[C@H]3C(=O)N(C)CC(=O)N23)cc1 (stereo partly drawn)	-1.4	1.1	101	15	3
36	Cc1ccc(C)c(N(C(=O)Cc2cccs2)C(C(=O)NC2CCCC2)c2ccc(C)o2)c1 (stereo not drawn)	1.1	1.5	102	30	9
37	CCN1CCN(CCCNC(=O)c2cc3sccc3n2CC)CC1	-3.7	0.5	115	26	-3
38	COC(=O)c1c(NC(=O)Cc2cccs2)sc2c1CCCC2	4.5*	1.4	99	36	19
39	CCOC(=O)Cc1nc(-c2ccccc2)n[nH]1	-3.0	-2.7	1.0*[inhibitor]	11	-4
40	CC(=O)N1CC23C=CC(CC2CC12CCCCCC2)O3 (stereo not drawn)	-1.6	0.3	85	-3	10
41	CCOC(=O)c1c(C)[nH]c(=S)c(C#N)c1-c1ccc(OC)cc1	1.4	-1.6	108	3	12
42	CNC(=O)CC1C(=O)N(c2ccc(Cl)cc2)C(=S)N1CCc1ccc(OC)c(OC)c1 (stereo not drawn)	-2.0	-3.3	116	0	-3
43	NNC(=O)CN1C(c2ccccc2)=Nc2ccc(Br)cc2C1c1ccccc1 (stereo not drawn)	-2.8	-1.5	96	-69	-26
44	Cc1ccc(C2=NN(S(C)(=O)=O)C(c3ccc4nccnc4c3)C2)cc1 (stereo not drawn)	-2.6	-4.5	3.0*[inhibitor]	11	-3
45	Cc1cc(C)c(CSc2nnnn2-c2ccc(C(=O)O)cc2)c(C)c1	-1.6	-3.0	100	5	-3

item	PfM18AAP inh	UBC9 SUMO inh	MEKK2 mut-MEK5	DNA FID counter
31	-3	-2	0	-11
32	-6	-7	-4	-3
33	-7	26	-7	-4
34	1	10	1	-7
35	3	17	3	-28
36	-15	4	3	-2
37	-8	11	16	3
38	19	-1	-2	-7
39	4	0	-3	-4
40	0	-4	-13	-12
41	-15	21	5	-8
42	21	7	7	-16
43	4	-6	-2	-7
44	4	-152	6	-9
45	-1	2	2	-18

One compound at a time, as listed above. Values in the order: IMP-1 inh	VIM-2 inhibitor	MEKK2 WT-MEK5	NALP1 inh	HCV NS3 hel inh	PfM18AAP inh	UBC9 SUMO inh	MEKK2 mut-MEK5	DNA FID counter
`CCOC(=O)c1c(C)[nH]c(=S)c(C#N)c1-c1ccc(OC)cc1` is listed as 1.4	-1.6	108	3	12	-15	21	5	-8
`CNC(=O)CC1C(=O)N(c2ccc(Cl)cc2)C(=S)N1CCc1ccc(OC)c(OC)c1` (stereo not drawn) is listed as -2.0	-3.3	116	0	-3	21	7	7	-16
`CC(=O)N1CC23C=CC(CC2CC12CCCCCC2)O3` (stereo not drawn) is listed as -1.6	0.3	85	-3	10	0	-4	-13	-12
`Cc1ccc(C)c(N(C(=O)Cc2cccs2)C(C(=O)NC2CCCC2)c2ccc(C)o2)c1` (stereo not drawn) is listed as 1.1	1.5	102	30	9	-15	4	3	-2
`Cc1cc(C)c(CSc2nnnn2-c2ccc(C(=O)O)cc2)c(C)c1` is listed as -1.6	-3.0	100	5	-3	-1	2	2	-18

Next entries.
item	Structure	IMP-1 inh	VIM-2 inhibitor	MEKK2 WT-MEK5	NALP1 inh	HCV NS3 hel inh
46	O=C(NCC1CCCO1)C1C2C=CC3(CN(Cc4cccs4)C(=O)C13)O2 (stereo not drawn)	-3.2	-1.4	98	21	6
47	Cc1cc(=S)[nH]c2c(C)cccc12	-1.4	-0.4	106	-11	-1
48	COc1ccccc1-c1cc(C(=O)Nc2sc3c(c2C#N)CCC(C)C3)c2ccccc2n1 (stereo not drawn)	-3.3	-3.9	98	14	2
49	CC(=O)c1ccc(OCC(O)CN2C(C)CCCC2C)cc1 (stereo not drawn)	-3.3	-1.2	112	-7	-5
50	COc1cc(/C=C(\C#N)C(=O)c2c[nH]c3ccccc23)cc(OC)c1O	4.8*	-2.8	100	25	6
51	Cc1noc(C)c1COc1cccc(C(=O)OCC(=O)NCCN2C(=O)CSC2=O)c1	-2.2	-2.3	95	19	-15
52	Cc1ccc(C2=NN=C(NC(=O)CSc3nc(C)cc(C)n3)SC2)cc1	-3.3	-5.3	106	40	-5
53	CC(C)C[C@H](NC(=O)c1nc[nH]c1C(=O)NCc1ccc(CNC(=O)OC(C)(C)C)cc1)C(=O)OCc1ccccc1	-3.7	-4.8	97	12	-13
54	Cc1ccc2c(c1)N(CC(=O)NCCc1ccccc1)C(=O)c1cccnc1O2	-4.3	-1.1	96	15	7
55	CC(=O)C1C(c2ccccc2)c2c(noc2C)CC1(C)O (stereo not drawn)	0.0	0.9	95	x	13
56	c1ccc2c3c(c(CN4CCCCC4)cc2c1)COC3	-2.0	1.4	109	x	-5

item	PfM18AAP inh	UBC9 SUMO inh	MEKK2 mut-MEK5	DNA FID counter
46	-14	8	1	-8
47	33*	21	15	-4
48	-4	18	0	-3
49	0	9	13	4
50	36*	9	5	-10
51	2	10	-9	-17
52	16	-95	13	-29
53	2	-41	-6	-46
54	-3	2	-1	-35
55	4	16	-12	-10
56	-1	18	11	2
